From PubChem BioAssay
HTT aggregate: inhibitors of mutant huntingtin aggregate formation in PC12 cells; PC12 HttQ103-GFP aggregates, Acumen cytometry, 40 h; Potency, µM (titrated, usually from 46.1 µM), inactives show at the top dose activity change, negative = inhibition, hits mostly inhibitors; hit rate 1.1% among 220,000; AID 1688; also: potency is read from the fitted curve at half-maximal effect; % is scaled to controls: 0 for no effect and ±100 for the full control effect; nearly all actives have a fitted effect of over 60% in size
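Inducible Q103 Huntingtin exon 1–GFP PC12 line, 1500 cells/well in phenol red free DMEM with 5% equine and 5% calf serum. Tebufenozide 100 nM induced expression; compounds titrated; aggregates quantified by cytometry.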
NPSR antag: neuropeptide S receptor (human) antagonism, cAMP; Q6W5P4; CHO-NPSR cells, cAMP TR-FRET, antagonist mode; Potency, µM (series often up to 38.3 µM), for inactives: top-dose activity change, negative = inhibition, hits mostly inhibitors; hit rate 1% among 220,000; AID 1461; also: potency is read from the fitted curve at half-maximal effect; % is scaled to controls: 0 for no effect and ±100 for the full control effect; nearly all actives have a fitted effect of over 50% in size; many of its hits are not listed in these tables
Target sequence (Q6W5P4 whole entry, looked up): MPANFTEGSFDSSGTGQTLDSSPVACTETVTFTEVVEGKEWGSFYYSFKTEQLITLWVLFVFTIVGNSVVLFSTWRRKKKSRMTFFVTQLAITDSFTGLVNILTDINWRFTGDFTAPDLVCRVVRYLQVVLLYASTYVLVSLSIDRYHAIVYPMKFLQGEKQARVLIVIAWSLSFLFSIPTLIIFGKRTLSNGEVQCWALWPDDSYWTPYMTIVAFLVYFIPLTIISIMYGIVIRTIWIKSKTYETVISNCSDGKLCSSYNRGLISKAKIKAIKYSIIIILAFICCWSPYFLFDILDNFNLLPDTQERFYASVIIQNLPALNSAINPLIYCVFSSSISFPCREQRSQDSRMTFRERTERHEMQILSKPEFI
L3MBTL1 inh: inhibitors of human L3MBTL1. Q9Y468. AlphaScreen L3MBTL1–H3K9me1 peptide binding. Potency, µM (titrated, usually from 57.1 µM), without a hit: top-dose activity, negative = inhibition, hits mostly inhibitors. hit rate 0.66% among 230,000. AID 485360; also: potency is read from the fitted curve at half-maximal effect; % is scaled to controls: 0 for no effect and ±100 for the full control effect; nearly all actives have a fitted effect of over 60% in size
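L3MBTL1 50 nM + b-AHA-H3(1-15)K9me1 75 nM, 30 min RT; compound added, 30 min RT; streptavidin donor/Ni-chelate acceptor beads 10 ug/mL each final, 30 min RT dark; AlphaScreen read.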
KinaseGlo FLuc: counter-screen: inhibitors of Kinase-Glo firefly luciferase; Q27757; Kinase-Glo luciferase, ATP luminescence, 8 min; Potency, µM (series often up to 38.3 µM), inactives show top-dose activity change, negative = inhibition, most hits filed as inhibitors; hit rate 0.28% among 200,000; also: potency is read from the fitted curve at half-maximal effect; % is scaled to controls: 0 for no effect and ±100 for the full control effect; nearly all actives have a fitted effect of over 60% in size
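Luminescence was the read-out, taken after 8-minute incubation at ambient temperature. Luciferase turned over luciferin with 10 uM ATP in imidazole pH 7.2 buffer containing KCl, MgCl2, Tween 20 and BSA.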
Epigenetic derep: regulators of epigenetic silencing causing reporter derepression in mouse cells; Potency, µM (series often up to 53.9 µM), without a hit: at the highest dose GFP activation, hits mostly activators; AID 1865; murine LDR cells, GFP reporter derepression, 30 h; hit rate 0.2% among 280,000; also: potency is read from the fitted curve at half-maximal effect; % of control where 0% means no effect; nearly all actives have a fitted effect of over 60% in size
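Reporter derepression read as number of fluorescent GFP-positive objects, 20-120 um in size, counted by laser-scanning cytometer. Mouse LDR line with an epigenetically silenced CMV-GFP locus; compound incubation 30 h, 37 C.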
IMPase Li cell: IMPase inhibition in cells with lithium potentiation | CHO-M1 cells, IP1 TR-FRET (IP-One), carbachol + lithium | Potency, µM (highest dose often 59.4 µM), inactives show top-dose activity, negative = IMPase inhibition, actives largely listed as inhibitors | hit rate 0.35% among 210,000 | AID 1457;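 also: IP1 builds up when IMPase is blocked and the TR-FRET signal falls; potency is read from the fitted curve at half-maximal effect; plate controls were basal vehicle for no effect and high inhibitor control for full effect; nearly all actives have a fitted effect of over 50% in size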
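IP1 accumulation measured by competitive TR-FRET in lysed CHO-M1 cells after 30 min compound exposure at 37C, with a small lithium addition to potentiate weak responses. Hill-equation AC50 from ratio and donor-channel data.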
CBFb RUNX1 block: blocks binding between human CBF-beta and RUNX1. 230,000 tested, under 10 active. AlphaScreen CBFb-His/RUNX1-biotin binding, biochemical. Potency, µM (top dose mostly 59.8 µM), without a hit: at the top dose activity, negative = inhibition, usual class: inhibitors. Q01196+Q13951; also: % of control where 0% means no effect
Target sequence (Q01196 whole entry, looked up): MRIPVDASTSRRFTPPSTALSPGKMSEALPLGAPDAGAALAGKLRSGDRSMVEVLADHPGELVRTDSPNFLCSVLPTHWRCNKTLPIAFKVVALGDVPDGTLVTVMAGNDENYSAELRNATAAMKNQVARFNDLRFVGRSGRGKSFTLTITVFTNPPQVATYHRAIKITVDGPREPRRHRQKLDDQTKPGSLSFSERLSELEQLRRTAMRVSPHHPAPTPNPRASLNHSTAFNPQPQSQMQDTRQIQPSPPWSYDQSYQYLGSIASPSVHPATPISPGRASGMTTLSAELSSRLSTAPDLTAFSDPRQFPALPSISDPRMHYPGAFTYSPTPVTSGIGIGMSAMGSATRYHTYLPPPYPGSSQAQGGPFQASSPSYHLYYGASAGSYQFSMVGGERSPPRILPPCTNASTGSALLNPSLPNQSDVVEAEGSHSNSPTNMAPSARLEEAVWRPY
Target sequence (Q13951 whole entry, looked up): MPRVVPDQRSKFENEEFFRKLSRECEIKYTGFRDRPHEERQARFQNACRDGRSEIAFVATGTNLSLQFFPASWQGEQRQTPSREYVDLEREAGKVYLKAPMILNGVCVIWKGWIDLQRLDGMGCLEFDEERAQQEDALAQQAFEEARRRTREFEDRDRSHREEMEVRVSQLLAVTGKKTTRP
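CBFb-His/RUNX1-biotin, 30 nM each, preincubated 20 min RT; compound 15 min RT; Ni + streptavidin beads 50 ng each, 90 min RT; AlphaScreen read.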
Starred values were filed as active, the others as inactive; ? = inconclusive; · = no result given; & = joins results of further samples; [ ] = remark or other dose. Calls follow the shape of the dose curve; as a rule, active = well fitted curve in the direction sought with a large enough effect; inconclusive = small, poorly fitted or top-dose-only effect, or another doubt; inactive = no such curve, though single readings can be large; an effect the other way counts as inactive or inconclusive.

The line under a structure holds: HTT aggregate	NPSR antag	L3MBTL1 inh	KinaseGlo FLuc	Epigenetic derep	IMPase Li cell	CBFb RUNX1 block
- COCc1nnc(NC(=O)CSc2ccccc2)s1
 : -6%	14%[46.1 µM]	1%	-6%	-0.7%	6%[38.3 µM]	11%
- O=C(CSCc1ccccc1)NNC(=S)Nc1cccc(Cl)c1Cl
 : ?	-5%[46.1 µM]	-9%	4%	3.3%	31%[38.3 µM]	-3%
- O=S(=O)(/N=C(/Nc1ccc(F)c(F)c1F)c1ccccc1)c1ccccc1
 : 3%	-13%	0%	0%	0.0%	5%	2%
- CC(C)(C)c1ccc(CNc2ccc([N+](=O)[O-])cn2)cc1
 : ?	-37%	-15%	-1%	0.0%	24%	-4%
- COc1ccc(Cl)cc1CN1CCOCC1
 : -7%[9.22 µM]	8%	0%	·	0.0%	·	7%
- COCCCNC(=O)c1cc(S(=O)(=O)N2CCOCC2)ccc1SCc1cccc(OC)c1OC
 : 3%	19%	·	·	-0.2%	10%	5%
- CCOc1ccc2[nH]c(=O)c(C(c3nnnn3CC3CCCO3)N3CCc4ccccc4C3)cc2c1 (configuration not stated)
 : 4%	-24%[46.1 µM]	-3%	16%	3.2%	-2%[38.3 µM]	-2%
- COCCCNC(=O)Cn1nc(-c2ccccc2OC)ccc1=O
 : 12%	-1%[46.1 µM]	-2%	-5%	1.9%	-9%[38.3 µM]	1%
- CCN(CC)S(=O)(=O)c1ccc2c(c1)nc(SCc1nc3ccsc3c(=O)[nH]1)n2CC
 : 28%	?	0%	-3%	1.9%	-9%[38.3 µM]	-2%
- Cc1nnnn1CC(=O)Nc1cccc([N+](=O)[O-])c1
 : 25%	9%	7%	0%	0.0%	-4%	9%
- Cc1occc1-c1nnc(SCc2nnc(-c3ccc(Cl)cc3)o2)n1C
 : 7%	-15%[46.1 µM]	-7%	·	-8.2%	·	3%
- CCCc1nnc(NC(=O)CN2CCN(C)CC2)s1
 : -5%	-2%[46.1 µM]	·	-3%	0.0%	-18%[38.3 µM]	6%
- O=C(c1ccc([N+](=O)[O-])cc1)N1CCSC1c1cccc(Cl)c1 (configuration not stated)
 : -7%	-1%	·	-2%	1.3%	10%	-9%
- COC(=O)CCN(C(=O)c1ccc([N+](=O)[O-])cc1)c1ccccn1
 : 22%[9.22 µM]	12%	·	·	0.8%	·	6%
- CC(=O)Nc1ccc(NS(=O)(=O)c2ccc(Cl)s2)cc1
 : 14%	-3%	-1%	-2%	2.2%&-0.1%	8%	-1%
- CC(=O)NCC1CCCN(Cc2cn(-c3ccccc3F)nc2-c2cc(C)sc2C)C1 (configuration not stated)
 : -2%[9.22 µM]	-11%	-8%	1%	1.1%	10%	11%
- CCN(C1CCCCC1)S(=O)(=O)c1cn(C)c(=O)n(C)c1=O
 : -2%	-12%[46.1 µM]	15%	0%	0.0%	-7%[38.3 µM]	8%
- O=c1[nH]c(CSc2ccccn2)nc2c1cnn2-c1ccccc1
 : 6%	-6%	4%	-4%	-0.9%	3%	0%
- COc1ccc(-c2nnn(CC(=O)NCc3ccccc3)n2)cc1OC
 : -18%	5%	-5%	2%	-1.0%	3%	-7%
- C#CC(=O)N(c1ccc(OC)cc1OC)C(C(=O)NC1CCCC1)c1cccs1 (configuration not stated)
 : 9%[9.22 µM]	?	-3%	-1%	-1.1%	18%	1%
- CC(C)C(=O)Nc1ccc(Sc2ccc(F)cc2)cc1
 : -16%	-11%[46.1 µM]	6%	-1%	-1.1%	14%[38.3 µM]	13%
- O=C(CS(=O)(=O)c1ccccc1)Nc1nc(-c2ccccc2)cs1
 : 13%	-11%[46.1 µM]	-6%	3%	2.5%	14%[38.3 µM]	-2%
- CCCCCCCn1c(=N)n(CC(O)c2ccco2)c2ccccc21 (configuration not stated)
 : -5%[9.22 µM]	31%	-7%	-2%	-3.5%	14%	-3%
- CCc1c(C)nc2ccc(Br)cc2c1Cl
 : 10%	13%[46.1 µM]	-5%	-2%	3.4%	11µM*	-3%
- COCCCN1CCN(C2Cc3ccccc3Sc3ccc(Cl)cc32)CC1 (configuration not stated)
 : -19%	-18%	-5%	-3%	-1.5%	13%	·
- O=Cc1cc2ccccc2nc1SCc1ccc(Cl)cc1
 : ?	?	-3%	1%	-1.0%	3%[38.3 µM]	4%
- CC(=O)Nc1ccc(/C=N\NC(=O)CNS(=O)(=O)c2ccc([N+](=O)[O-])cc2)cc1
 : 15%	3%	-1%	4%	1.3%	6%	2%
- Cc1ccc(NC(=O)c2cc3nc(C)cc(C)n3n2)cc1
 : -3%	-4%[46.1 µM]	·	-4%	-2.5%	-3%[38.3 µM]	-3%
- COc1ccc(CCNc2cc(=O)[nH]c(N)n2)cc1
 : 0%	1%[46.1 µM]	-6%[11.4 µM]	1%	-2.1%	22%[38.3 µM]	-10%
- c1ccc(-n2ncc3c2ncn2c(C4CCCCC4)nnc32)cc1
 : 28%	-3%[46.1 µM]	6%	-1%	-0.2%	-3%[38.3 µM]	2%

The list goes on:
The line under a structure holds: HTT aggregate	NPSR antag	L3MBTL1 inh	KinaseGlo FLuc	Epigenetic derep	IMPase Li cell	CBFb RUNX1 block
- CSc1ccc(C(=O)C2CCCN(C(=O)CCCn3cncn3)C2)cc1 (configuration not stated)
 : 19%[9.22 µM]	-16%	-2%	·	-1.2%	4%	9%
- CCOC(=O)c1[nH]c2ccccc2c1NC(=S)Nc1cccc(C)c1
 : 5%	-41%	-6%	0%	2.6%	4%	-2%[2.36 µM]
- O=C(/C=C/c1ccccc1)NNC1=NS(=O)(=O)c2ccccc21
 : 9%[9.22 µM]	-7%	3%	-3%	2.1%	5%	7%
- CCCC(=O)NNC(=O)CCC(=O)Nc1ccccc1Cl
 : ?	8%	3%	-1%	-1.5%	9%	19%
- COc1ccccc1NC(=S)NNC(=O)c1cc(C)nn1C
 : 10%	-9%[46.1 µM]	·	-3%	-0.7%	21%[38.3 µM]	3%
- COc1cccc(CN2CCNC(=O)C2CC(=O)O)c1OC (configuration not stated)
 : 0%	2%[46.1 µM]	24%	-1%	0.0%	1%	-3%
- Cc1nn(C)cc1-c1n[nH]c(=S)n1-c1ccc(F)cc1
 : -8%	6%	4%	-4%	-0.4%	2%	0%
- CCN(CC)CC#CCOC(c1ccccc1)c1ccccc1
 : -17%	-40%	·	1%	-2.5%	13%	-4%
- COC(=O)C/C=C1\c2ccc3c(c2[C@@H](OC)[C@@H]1C)OCO3
 : ·	·	·	1%	-1.1%	10%	4%
- O=C(NCc1nc2ccccc2[nH]1)c1cc2ccccc2oc1=O
 : 30%	-7%[46.1 µM]	·	0%	-0.1%	-4%[38.3 µM]	-4%
- O=C(NCc1ccccc1)C1=C[C@@H](c2csc3ccccc23)C[C@@H](OCCCCO)O1
 : -23%[9.22 µM]	27%	-6%	·	-1.0%	-1%	4%
- COC(=O)c1ccc(NC(=O)c2ccc(C)cc2)o1
 : 13%	4%[46.1 µM]	2%	1%	-1.0%	-15%[38.3 µM]	0%
- O=C(Cn1nnc(-c2ccccc2-n2cnnn2)n1)N1CCCCC1
 : -2%	2%[7.67 µM]	3%	-4%	-1.4%	-35%[38.3 µM]	2%
- CNC(=O)c1nn(-c2ccc(C)cc2)ccc1=O
 : -8%	-2%[46.1 µM]	6%	-3%	0.0%	0%	5%
- O=C(NC(=S)Nc1cccc2ncccc12)c1ccco1
 : 3%	-6%	3%	-1%	?	-2%	-4%
- O=C1CC(C(=O)Nc2cccc(F)c2)n2ncnc2N1 (configuration not stated)
 : 21%	3%	·	3%	-3.1%	4%	4%
- O=S(=O)(CCN(CCS(=O)(=O)C(F)(F)F)CC1CCCO1)C(F)(F)F (configuration not stated)
 : 16%	-7%[46.1 µM]	3%	0%	-1.1%	-10%[38.3 µM]	-4%
- Cc1ccc2nc(NCc3ccc(F)cc3)c3nncn3c2c1
 : -20%[9.22 µM]	-13%	2%	·	?	·	4%
- c1ccc(-c2cc(-c3ccccc3)n3ncnc3n2)cc1
 : -3%	-28%	·	10%	0.1%	-1%	3%
- Cc1ccc2nc(N3CCN(S(=O)(=O)c4ccc5c(c4)OCCO5)CC3)c(C#N)cc2c1
 : ?	-11%[46.1 µM]	20%	-4%	0.0%	8%[38.3 µM]	10%
- O=C(Oc1coc(CSc2nnc(NC(=O)c3cccs3)s2)cc1=O)c1ccccc1
 : 6%	-4%	?	3%	-1.0%	0%	-10%
- O=C(COc1ccccc1)NCC1(N2CCCCC2)CCCCC1
 : -9%	-8%	·	-1%	-2.7%	2%	2%
- O=C(O)CCCC(=O)OCCCCc1cccs1
 : 12%	0%[46.1 µM]	3%	-7%	0.8%	-11%[38.3 µM]	3%
- Cc1cc(C)c2c(NC(=S)NC(=O)c3ccccc3)nn(C)c2n1
 : 9%	-38%	19%	0%	0.9%	-6%	0%
- CCn1nnnc1NC(=O)c1cccc(OC)c1
 : 3%[9.22 µM]	0%	5%	-7%	-1.0%	11%	4%
- CCCCCCCCSc1nnc(/N=C/N(C)C)s1
 : -9%[9.22 µM]	16%	12%	·	2.9%	·	13%
- FC(F)(F)c1cccc(-c2noc(-c3cc(-c4ccccc4)c(C(F)(F)F)s3)n2)c1
 : ·	·	·	0%	-1.2%	-13%	11%&-3%
- COc1cc(C(=O)NC(C)c2cnn(-c3ccccc3C)c2C)cc(OC)c1OC (configuration not stated)
 : 4%[9.22 µM]	-8%	-6%	-1%	0.0%	9%	1%
- Cc1cc(NC(=O)c2ccccc2F)n(-c2nc3ccccc3[nH]2)n1
 : ?	?	8%	-6%	-1.4%	20%[38.3 µM]	7%
- Cc1ccc(N=Cc2cc3c(cc2O)OC(N)=C(C#N)C3c2ccccc2)cc1 (configuration not stated)
 : 10µM*	?	8%	1%	1.0%	1%	-4%
- O=C(/C=C/c1ccccc1)Oc1ccccc1C(=S)N1CCOCC1
 : 5%[9.22 µM]	-26%	-10%	-3%	8.1%	8%	-1%
- CCOC(=O)C1=C(N)Oc2cc(O)ccc2C1c1cccnc1 (configuration not stated)
 : 9%	-24%[46.1 µM]	-3%	-2%	-0.9%	11%[38.3 µM]	-3%

Random excerpt: two compounds from above, in no set order.
The line under a structure holds: HTT aggregate	NPSR antag	L3MBTL1 inh	KinaseGlo FLuc	Epigenetic derep	IMPase Li cell	CBFb RUNX1 block
- COC(=O)C/C=C1\c2ccc3c(c2[C@@H](OC)[C@@H]1C)OCO3
 : ·	·	·	1%	-1.1%	10%	4%
- COc1ccccc1NC(=S)NNC(=O)c1cc(C)nn1C
 : 10%	-9%[46.1 µM]	·	-3%	-0.7%	21%[38.3 µM]	3%

HTT aggregate: entries above that show a hit
Structure | HTT aggregate | NPSR antag | L3MBTL1 inh | Epigenetic derep | IMPase Li cell | CBFb RUNX1 block
Cc1ccc(N=Cc2cc3c(cc2O)OC(N)=C(C#N)C3c2ccccc2)cc1 (configuration not stated) | 10µM* | ? | 8% | 1.0% | 1% | -4%

Some of the compounds tested; rates above refer to the full screens.
